# GDH-TPI inh: GDH-TPI coupling enzyme inhibitors, primary screen, artefact control for M. tuberculosis FBA inhibitor project, biochemical, absorbance, full deck; GDH-TPI coupled enzyme counterscreen, NADH absorbance; inhibition, % at 4.8 µM; 1.2% of 360,000 active; AID 588335, 2011; in the data active = inhibition above about 30%;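 also: 0% = DMSO wells and 100% = wells lacking the enzyme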
# FBA Mtb inh: Mtb FBA enzyme inhibitors, primary screen, biochemical, fluorescence, strain H37Rv | Fructose-bisphosphate aldolase (Mycobacterium tuberculosis (strain ATCC 25618 / H37Rv)), … | purified M. tuberculosis FBA, fluorescence read-out | inhibition, % at 1 µM | 2.3% of 360,000 active | AID 588726, 2011; in the data active = inhibition above about 27%;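 also: 0% = vehicle and 100% = reference inhibitor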
# Target sequence (P9WQA3 whole entry, looked up): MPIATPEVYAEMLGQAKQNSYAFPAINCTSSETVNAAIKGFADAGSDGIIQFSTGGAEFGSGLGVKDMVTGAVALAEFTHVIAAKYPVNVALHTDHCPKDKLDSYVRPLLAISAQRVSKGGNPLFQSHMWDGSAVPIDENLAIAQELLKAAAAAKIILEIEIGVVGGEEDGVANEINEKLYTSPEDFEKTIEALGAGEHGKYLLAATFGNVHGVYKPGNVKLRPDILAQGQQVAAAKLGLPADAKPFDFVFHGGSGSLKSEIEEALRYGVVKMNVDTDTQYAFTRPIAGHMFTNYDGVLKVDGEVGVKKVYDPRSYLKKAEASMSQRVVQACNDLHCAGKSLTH
# Mtb BioA inh: M. tuberculosis BioA enzyme inhibitors, primary screen, biochemical, plate reader, single point, HTS. inhibition, % at 9.99 µM. 7,8-diaminopelargonic acid synthase BioA (Mycobacterium tuberculosis). 0.096% of 360,000 active. AID 602481, 2012. purified M. tuberculosis BioA enzyme; in the data active = inhibition above about 40%; inconclusive = no clear call, values can overlap the other calls
# Y pestis TopoI: Yersinia pestis topoisomerase I inhibitors, primary screen, biochemical, cleavage product accumulation, plate reader, single point; Y. pestis Topo-I cleavage product accumulation; activity, % at 10 µM; AID 504884, 2011; DNA topoisomerase I (Yersinia pestis CO92); 0.064% of 360,000 active; in the data active = activity above about 50%, passing the limit was not always enough; inconclusive = no clear call, values can overlap the other calls; also: inactives centre near 2
# TcdB inh: TcdB glycohydrolase inhibitors, primary screen, biochemical, single point, plate reader | TcdB glycohydrolase enzymatic assay | inhibition, % at 9.99 µM | Toxin B (Clostridioides difficile), P18177 | AID 652162, 2013 | 0.24% of 350,000 active; in the data active = inhibition above about 10%
# UGM FP inh: M. tuberculosis UGM enzyme inhibitors, primary screen, biochemical, fluorescence polarization, single point | UDP-galactopyranose mutase (Mycobacterium tuberculosis (strain ATCC 25618 / H37Rv)), … | purified UGM, fluorescence polarization probe displacement | inhibition, % at 10 µM | 0.06% of 320,000 active | AID 504406, 2011; in the data active = inhibition above about 10%, passing the limit was not always enough; inconclusive = no clear call, values can overlap the other calls
# Target sequence (P9WIQ1 whole entry, looked up): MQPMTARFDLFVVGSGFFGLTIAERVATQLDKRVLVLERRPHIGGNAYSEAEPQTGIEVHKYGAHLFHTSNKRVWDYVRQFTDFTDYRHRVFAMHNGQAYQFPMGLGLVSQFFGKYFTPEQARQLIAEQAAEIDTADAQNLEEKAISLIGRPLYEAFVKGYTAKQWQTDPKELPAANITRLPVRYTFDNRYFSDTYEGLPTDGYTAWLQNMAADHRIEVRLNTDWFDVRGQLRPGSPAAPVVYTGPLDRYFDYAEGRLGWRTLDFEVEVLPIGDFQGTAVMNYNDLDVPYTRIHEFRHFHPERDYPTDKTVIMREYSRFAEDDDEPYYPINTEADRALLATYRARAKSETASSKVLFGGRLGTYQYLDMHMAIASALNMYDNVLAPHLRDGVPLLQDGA
# FadD28 binding: inhibitors of FadD28 bisubstrate probe binding, primary screen, biochemical, fluorescence polarization, single point | AID 588549, 2011 | Mycobacterium tuberculosis FadD28 fatty-acid-AMP ligase | 0.22% of 360,000 active | inhibition, % at 12.5 µM; in the data active = inhibition above about 8.5%, passing the limit was not always enough; inconclusive = no clear call, values can overlap the other calls
# PfHsp40 yeast: rescue of yeast from PfHsp40 toxicity, primary screen, S. cerevisiae, ATP luminescence; AID 504582, 2011; growth rescue, % at 12.5 µM; S. cerevisiae expressing PfHsp40, growth rescue; 0.68% of 340,000 active; in the data active = growth rescue above about 28%, passing the limit was not always enough; inconclusive = no clear call, values can overlap the other calls;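 also: yeast W303a lacking pdr1 and pdr3 grown in galactose medium; growth measured after three days at 30 °C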
# Vc quorum ag: inducers of Vibrio cholerae quorum light production without autoinducers, primary screen, BH1578 luxS cqsA deficient, single point; V. cholerae BH1578 lux reporter, luminescence, 6 h; activation, % at 18.7 µM; 0.16% of 350,000 active; AID 588436, 2011; in the data active = activation mostly above about 9.7%, no sharp cut-off; inconclusive = no clear call, values can overlap the other calls; inactive = mostly below about 3.7%; also: not every result past the cut was called active; inactives centre near 0; reference of the scale not given here
# * marks the source's active call; other numbers are inactive results; i = inactive; u = inconclusive; x = not tested or not shown; & = joins results of further samples. Outcome played no part in choosing rows; overall some 4.6% were active at least once.
SMILES,GDH-TPI inh,FBA Mtb inh,Mtb BioA inh,Y pestis TopoI,TcdB inh,UGM FP inh,FadD28 binding,PfHsp40 yeast,Vc quorum ag
FC(F)(F)c1ccc(Oc2ccccc2Cl)nc1,6,6,x,-1,0.9,1.0,1.6,-0.3,0.4
COc1ccc(OC)c(N2C(=O)[C@@H]3C(c4ccccc4Cl)=NO[C@@H]3C2=O)c1,5,0,-1.3,-4,x,-1.9,0.7,-0.5,i
CN1C(=O)C(O)(C2COC(C)(C)CC2=O)c2cc(Br)ccc21 (centres undefined),6,-4,-0.4,9,x,2.0,0.3,-1.8,-0.6
CCCOC(=O)Nc1ccccc1C(N)=O,7,-1,-1.6,6,x,-1.4,-1.2,-0.9,i
Cc1ccc(N=Cc2c(O)cc(C)oc2=O)c(C)c1,9,-1,x,12,1.7,3.0,0.5,-0.9,0.1
Cc1ccc(CNC(=O)CCS(=O)(=O)c2ccc(Br)s2)o1,-2,2,-0.9,15,x,-4.1,-6.7,0.0,i
Cc1ccc(C2C(C#N)=C(N)Oc3c2oc(CO)cc3=O)o1 (centres undefined),-1,-1,-1.8,-4,x,3.1,-0.7,-0.4,x
CCCC1OC23CCCCC2C(C#N)(C(=N)O3)C1(C#N)C#N (centres undefined),1,37*,-2.7,-6,x,0.6,0.8,-0.5,-0.1
O=C(c1ccc2c(=O)n3c(nc2c1)CCC3)N1CCN(S(=O)(=O)c2cccc(F)c2)CC1,-3,5,1.9,-1,1.2,3.2,-3.3,-1.8,2.6
CC(=O)Nc1ncc(Cc2cccc(Cl)c2Cl)s1,3,-4,x,-1,1.2,-1.0,-0.7,-0.3,-0.2
O=C(OCc1nnc(-c2ccccc2)o1)c1ccc2c(c1)OCO2,4,0,2.4,29,x,-0.1,-1.4,1.5,i
Fc1cccc(CSc2ccc3nnc(-c4cccnc4)n3n2)c1,1,2,x,0,1.0,-0.4,-2.8,1.2,-1.6
Cc1cccc(-n2c(O)cnc2Nc2nc(C)cc(C)n2)c1,1,-2,-1.2,3,1.4,0.2,-0.4,-1.5,-0.5
CC(=O)Nc1ccc(NC(=O)CCSCCc2ccccn2)cc1,9,-2,x,0,1.4,-1.0,0.3,-0.4,-2.2
O=C(Nc1ccccc1O)c1c(O)c2c([nH]c1=O)CCCC2,7,0,-1.2,6,0.1,-0.4,-0.7,-1.1,-0.2
CSCCC(NC(=O)c1ccccc1)C(=O)NCc1ccco1 (centres undefined),-7,0,0.2,-4,x,-2.5,-2.3,-0.8,i
CCc1cc(-c2n[nH]c(=S)n2-c2cccc(C)c2)cs1,3,5,x,-1,x,4.0,-0.9,2.0,-4.9
CC(=O)Nc1cccc(NC(=O)CSc2ncc(C(=O)Nc3ccc(F)cc3)c(=O)n2C)c1,-1,3,-0.2,7,2.5,2.6,-3.1,1.5,-0.7
COCCNc1ncnc2c1ncn2[C@H]1CN(Cc2ccc(F)cc2)C[C@@H](CO)O1,10,-1,-1.0,7,-0.2,x,-0.3,x,i
c1ccc(N2CCN(c3ccccc3)C2c2cccs2)cc1,27,0,-1.9,-7,x,3.8,-0.3,1.2,-0.2
FC(F)Sc1nnc(-c2cccs2)n1-c1ccccc1,-8,-3,1.4,9,x,-0.7,-4.9,-0.1,i
Cc1ccc(S(=O)(=O)Nc2ccc(C(=O)NCCCn3ccnc3)cc2)cc1[N+](=O)[O-],5,-1,-2.7,-1,1.4,1.5,-3.8,1.4,i
CC1(C)CC(=O)C(C=NC2CC(C)(C)NC(C)(C)C2)=C(O)C1,-3,0,-1.2,-1,x,-0.3,0.0,0.1,-0.5
COc1cccc(NC(=S)N2CCN(c3ccccn3)CC2)c1,1,1,1.2,0,x,1.1,-3.4,0.3,-3.1
CNc1nc(N)c([N+](=O)[O-])c(Nc2ccccc2OC)n1,32*,6,-2.7,0,1.7,-0.6,-1.8,0.0,-10
O=C(NNC(=O)C1CC1)Nc1ccc(Cl)cc1,1,3,-1.6,-5,1.3,2.7,u,-0.3,-0.4
CC(Nc1nc(-c2cccnc2)nc2ccccc12)c1ccccc1 (centres undefined),11,-1,1.2,8,2.3,x,-11,x,-4.8
O=C(NC(=S)N1CCN(c2ccccn2)CC1)c1ccccc1,11,2,-0.4,2,x,0.5,-1.0,-2.3,-0.5
O=C1CCCN1CCC1CCN(C(=O)Nc2ccccc2)CC1,-4,2,0.2,-5,0.6,0.7,-0.1,0.5,-0.3
CCCCCN(C(=O)CCC(=O)OCC(=O)N(C)c1ccccc1)c1c(N)n(CCCC)c(=O)[nH]c1=O,-5,2,0.8,15,0.4,-1.4,-1.8,-0.8,1.8
CC1=C(C(=O)O)CC(S(=O)(=O)O)C1(C)C (centres undefined),3,-2,x,1,0.8,x,-2.4,0.1,-1.1
CC(C)(C)CC(=O)Nc1cccc2c1CCCC2,5,0,-0.3,-1,x,-0.2,-1.6,0.0,x
Nc1nc(SCC(=O)c2cccc([N+](=O)[O-])c2)n[nH]1,9,1,x,4,1.2,0.0,-0.5,4.2,i
O=C(NCCN1CCCCCC1)C1CCC(CNS(=O)(=O)c2cccc3cccnc23)CC1 (centres undefined),4,2,-1.5,11,-0.1,0.6,-1.3,-1.2,-0.5
CCc1cc(C(=O)N/N=C/c2c(C)[nH]c3ccccc23)cs1,32*,4,x,-27,x,2.6,0.9,-0.7,-0.3
Cc1ccc(OCC(=O)NNC(=O)CCc2ccccc2)c(Br)c1,7,4,-5.4,-6,0.4,0.5,x,0.1,-0.1
CSc1cccc(NC(=S)N2CCC(c3ccccc3)C2)c1 (centres undefined),3,1,-1.0,-2,0.7,-0.4,-2.2,3.8,-6.2
CCOC(=O)C1=C(C)N=c2s/c(=C3\C(=O)Nc4ccccc43)c(=O)n2C1c1ccc2c(c1)OCO2 (centres undefined),19,-3,-2.4,2,x,-1.5,-0.2,1.4,-0.7
C[C@H](CO)N1C[C@H](C)[C@H](CN(C)S(=O)(=O)c2ccc(Oc3ccccc3)nc2)OCc2cnnn2CCCC1=O,9,-2,0.5&-1.2,22,0.1&-7.9,x,-3.8,x,i
O=C(/C=C/c1ccc2c(c1)OCO2)N1CCN(c2ccccc2F)CC1,18,3,x,20,-0.6,-1.1,-0.5,0.7,-0.4

# Part of the list above, as tab-separated lines:
molecule	GDH-TPI inh	FBA Mtb inh	Mtb BioA inh	Y pestis TopoI	TcdB inh	UGM FP inh	FadD28 binding	PfHsp40 yeast	Vc quorum ag
Cc1ccc(S(=O)(=O)Nc2ccc(C(=O)NCCCn3ccnc3)cc2)cc1[N+](=O)[O-]	5	-1	-2.7	-1	1.4	1.5	-3.8	1.4	i
CC1(C)CC(=O)C(C=NC2CC(C)(C)NC(C)(C)C2)=C(O)C1	-3	0	-1.2	-1	x	-0.3	0.0	0.1	-0.5
COc1cccc(NC(=S)N2CCN(c3ccccn3)CC2)c1	1	1	1.2	0	x	1.1	-3.4	0.3	-3.1
CNc1nc(N)c([N+](=O)[O-])c(Nc2ccccc2OC)n1	32*	6	-2.7	0	1.7	-0.6	-1.8	0.0	-10

# The list continues:
SMILES,GDH-TPI inh,FBA Mtb inh,Mtb BioA inh,Y pestis TopoI,TcdB inh,UGM FP inh,FadD28 binding,PfHsp40 yeast,Vc quorum ag
FC(F)(F)c1cc(CCN2C(=S)NC[C@@H]2c2ccccc2)cc(C(F)(F)F)c1,3,-1,2.2,8,0.3,3.4,-1.2,4.6,0.4
CC(C)C1Oc2ccccc2N(CC(=O)NCCCN2C(C)CCCC2C)C1=O (centres undefined),2,5,x,5,-0.1,-2.1,-0.4,-0.9,i
CCN(c1ccccc1)S(=O)(=O)c1cc(NC(=O)CSc2n[nH]c(=O)[nH]c2=O)ccc1Cl,1,-2,x,2,-0.2,-0.9,-2.4,0.4,4.4
COC(=O)c1ccccc1NC(=O)[C@@H]1CCC(=O)N1C1OC(=O)c2c1ccc(OC)c2OC (some centres undefined),9,9,-0.3,1,2.1,-1.4,1.3,-2.1,-0.4
COc1cc(C)ccc1OCCCCOc1ccccc1C(C)=O,3,-3,x,27,0.4,0.1,-3.2,3.8,-0.2
C[C@@H]1CN([C@@H](C)CO)C(=O)c2cc(Br)cnc2O[C@@H]1CN(C)S(C)(=O)=O,-9,2,0.3,-11,0.3,x,-1.1,x,0.1
Cc1ccc(OCCNCC(O)COc2ccccc2)cc1 (centres undefined),-7,0,-2.4,7,1.3,0.2,-4.3,-1.2,i
CCN1CCN(S(=O)(=O)c2cc3c(cc2Cl)NC(=O)CO3)CC1,-4,0,-0.5,-4,-1.9,-2.5,-3.6,-0.5,-0.2
COc1ccc(Cl)cc1N(CC(=O)NC1CC2CCC1C2)S(=O)(=O)c1ccccc1 (centres undefined),0,0,0.0,39,7.7,2.4,-3.4,6.5,-0.6
CCOC(=O)c1c(C)c(C(=O)N2CCN(c3cccc(Cl)c3)CC2)c(C)n1C,6,-2,-5.7,38,x,0.4,-0.9,0.3,-0.4
Cc1nn(-c2ccccc2)c(Cl)c1C(=O)NC1CCCCC1,-2,-2,x,6,0.6,0.6,-1.6,0.2,i
COc1ccc([N+](=O)[O-])cc1NC(=S)Nc1ccccc1,19,-3,9.0,-10,x,-0.3,-4.2,-0.2,x
O=C(CN1C(=O)NC(c2ccccc2)(c2ccccc2)C1=O)N1CCN(c2ccc(F)cc2)CC1,2,2,-5.0,9,-2.1,0.0,-1.9,0.8,4.0
Cc1cc(N/N=C/c2cccc(Br)c2)nc2ccccc12,12,-1,-0.6,4,x,-0.5,0.7,-0.4,0.6
CCOc1ccc2c(c1)C(c1ccccc1)=NNC(c1ccccc1)=N2,-1,-3,-1.9,6,x,6.4,-4.2,-0.6,2.6
Nc1ccc2nn(-c3cc([N+](=O)[O-])ccc3O)nc2c1,18,-1,-1.6,0,1.7,-0.8,-0.4,0.2,-0.2
COc1ccc(-c2nnc(SCc3nnc(-c4ccccc4)o3)n2C)cc1OC,-7,-1,27,2,x,3.1,-1.5,0.0,-2.9
COc1cc(C(=O)NC(=S)Nc2ccc(Cl)cn2)cc(OC)c1OC,8,1,-1.2,-10,0.3,0.2,-0.1,-0.1,-0.6
COc1cc(OC)c(OC)cc1/C=C1/C(=O)N=C(N)N1C,1,-2,x,-2,1.5,-1.0,1.1,0.6,i
COc1ccccc1NS(=O)(=O)c1ccc(O)c(C(=O)OCC(=O)Nc2ccccc2F)c1,2,3,-0.6,3,1.6,-2.8,-6.0,-0.3,-0.7
CCCCC(NC(C)=O)c1nc2ccccc2n1CCCC (centres undefined),2,1,-1.7,4,x,0.0,-3.0,1.6,-4.3
CC(=O)c1c(C)nn(-c2ccccc2)c1C,1,-3,x,0,0.1,1.4,-3.2,-0.2,-0.7
COc1ccc(C(=O)NCC(c2cccs2)N2CCc3ccccc32)cc1OC (centres undefined),-2,-2,2.9,16,-1.0,-0.6,-3.2,-0.6,-0.7
CS(=O)(=O)N1CCN(c2ccccc2NC(=O)c2ccc(-c3ccc(Br)cc3)o2)CC1,27,0,-1.9,4,x,-1.7,-1.4,0.5,-0.4
COC(=O)c1ccc(Cn2cc(Cl)cn2)o1,1,-1,x,-2,0.5,-2.2,-2.6,-0.3,-0.3
O=C(CCc1nnc(CCc2ccccc2)o1)N1CCCCC1CCn1cccn1 (centres undefined),0,-1,2.1,2,x,2.8,-0.4,1.7,i
Cc1c(CC(=O)O)c(=O)oc2cc(OCc3ccc(F)cc3F)ccc12,18,156*,0.5,9,0.9,-1.0,0.6,-0.9,0.8

# Screening data from PubChem BioAssay.
